Source: PubChem BioAssay (NCI)
NCI-60 one-dose screen, 48 h, at 10 µM unless noted. Numbers give growth in % (100 = growth as untreated, 0 = no growth, -100 = all killed).
UACC-62 = UACC-62 melanoma; AID 1794756; 81,000 tested, 5.4% active
M14 = M14 melanoma; 80,000 tested, 6.2% active
SK-MEL-2 = SK-MEL-2 melanoma; 77,000 tested, 4.7% active; AID 1794763
SK-MEL-5 = SK-MEL-5 melanoma; 80,000 tested, 6.4% active; AID 1794755
EKVX = EKVX NSCLC. 71,000 tested, 3% active. AID 1794765
UACC-257 = UACC-257 melanoma; 78,000 tested, 4.4% active; AID 1794764
A549/ATCC = A549/ATCC NSCLC | 81,000 tested, 3.7% active | AID 1794740
MALME-3M = MALME-3M melanoma; 78,000 tested, 5.8% active
The depositor's hits bear a star; & = joins results of further samples. Rule for the calls: active = growth percent below 10; inactive = the rest.

How did CC(C)N(C(=O)c1ccc([N+](=O)[O-])cc1)C(C)C do in these assays?
UACC-62: 102; M14: 99; SK-MEL-2: 103; SK-MEL-5: 100; EKVX: 98; UACC-257: 91; A549/ATCC: 94; MALME-3M: 118

Results for CN(C)C(=O)C1=NC(CO)C(=O)N(c2ccc(Cl)cc2)N1 (stereo unspecified) ?
UACC-62: 97; M14: 93; SK-MEL-2: 99; SK-MEL-5: 102; EKVX: 99; UACC-257: 107; A549/ATCC: 99; MALME-3M: 101

What do the screens show for `CC(C)(C)OC(=O)N1C(=O)c2c(c3c4ccc(Br)cc4oc3c3[nH]c4ccccc4c23)C1=O`?
UACC-62: 83; M14: 87; SK-MEL-2: 108; SK-MEL-5: 90; EKVX: 85; UACC-257: 113; A549/ATCC: 102; MALME-3M: 93

Results for CCOC(=O)C(Cc1csc2ccccc12)(NC(C)=O)C(=O)OCC ?
UACC-62: 98; M14: 96; SK-MEL-2: 107; SK-MEL-5: 101; UACC-257: 102; A549/ATCC: 96; MALME-3M: 99

Results for O=C1NC(=O)C(=Cc2cn(Cc3cn(Cc4ccc(Cl)cc4Cl)nn3)c3ccccc23)C(=O)N1 ?
UACC-62: 68; M14: 97; SK-MEL-2: 79; SK-MEL-5: 69; EKVX: 104; UACC-257: 96; A549/ATCC: 101; MALME-3M: 92

How did COc1ccc(-c2c(N)n[nH]c2-c2ccc(Cl)cc2O)cc1OC do in these assays?
UACC-62: 76; M14: 93; SK-MEL-2: 79; SK-MEL-5: 94; EKVX: 109; UACC-257: 93; A549/ATCC: 93; MALME-3M: 105

Results for O=C(NNC(=S)NC1CCCCC1)c1ccc(OCc2nc3ccc(Cl)cc3[nH]2)cc1 ?
UACC-62: 55; M14: 69; SK-MEL-2: 44; SK-MEL-5: 44; EKVX: 51; UACC-257: 65; A549/ATCC: 40; MALME-3M: 57

How did CCCCCCCCn1ccc2cc(NC(=O)Cn3cc(CN4CCCC4)nn3)ccc21 do in these assays?
UACC-62: -82*; M14: -66*; SK-MEL-2: 69; SK-MEL-5: 31; EKVX: 89; UACC-257: 52; A549/ATCC: 40; MALME-3M: -63*

Results for COc1ccc(N2N=C(c3ccc4c(c3)OCCO4)CC2c2cccc(NC(=O)CCNS(=O)(=O)c3ccc(OC)cc3)c2)cc1 (stereo unspecified) ?
UACC-62: 66; M14: 82; SK-MEL-2: 90; SK-MEL-5: 82; EKVX: 64; UACC-257: 87; A549/ATCC: 69; MALME-3M: 66

Results for COC12CC(=O)C(C(C)=O)=C(O)C1(C)c1c(O)c(C)c(O)c(C(C)=O)c1O2 (stereo unspecified) ?
UACC-62: 41; M14: 67; SK-MEL-2: 42; SK-MEL-5: 46; UACC-257: 91; A549/ATCC: 65; MALME-3M: 91

Results for CC(=O)c1ccc(OCC(=O)O)cc1 ?
UACC-62: 94; M14: 105; SK-MEL-5: 103; EKVX: 100; UACC-257: 136; A549/ATCC: 113; MALME-3M: 98

How did N#Cc1c(N)nc(-c2ccccc2)c(C#N)c1N do in these assays?
UACC-62: 97; M14: 108; SK-MEL-2: 108; SK-MEL-5: 97; EKVX: 57; UACC-257: 97; A549/ATCC: 92; MALME-3M: 123

What do the screens show for `CC(=O)N1N=C(c2ccc(C)cc2)CC1c1cn(Cc2ccc(Cl)cc2)c2ccccc12` (stereo unspecified)?
UACC-62: 72; M14: 89; SK-MEL-2: 86; SK-MEL-5: 88; EKVX: 74; UACC-257: 81; A549/ATCC: 66; MALME-3M: 71

What do the screens show for `Cc1ccc(/C=C/C2=NN(c3ccc(-c4ccccc4)nn3)C(c3ccc(C)o3)C2)o1` (stereo unspecified)?
UACC-62: 83; M14: 90; SK-MEL-2: 93; SK-MEL-5: 85; EKVX: 70; UACC-257: 107; A549/ATCC: 76; MALME-3M: 88

What do the screens show for `Nc1ncnc2c1ncn2[C@@H]1O[C@H](COCC[C@@H](N)C(=O)O)[C@@H](O)[C@H]1O`?
UACC-62: 104; M14: 102; SK-MEL-2: 111; SK-MEL-5: 99; EKVX: 102; UACC-257: 108; A549/ATCC: 98; MALME-3M: 104

What do the screens show for `CC(=O)c1ccc(N=Nc2c(Nc3ccccc3)[nH][nH]c2=O)cc1`?
UACC-62: 114; M14: 98; SK-MEL-2: 109; EKVX: 96; UACC-257: 125; A549/ATCC: 103; MALME-3M: 112

Results for COc1ccc(/C=C(/C(=O)N2CCN(Cc3ccccc3)CC2)c2cc(OC)c(OC)c(OC)c2)cc1O ?
UACC-62: 45; M14: 38; SK-MEL-2: 74; SK-MEL-5: 33; EKVX: 87; UACC-257: 55; A549/ATCC: 68; MALME-3M: 66

How did O=C(/C=C\c1ccc(Cl)c(Cl)c1)c1ccccc1 do in these assays?
UACC-62: 96&92; M14: 115&97; SK-MEL-2: 109&119; SK-MEL-5: 101&97; EKVX: 89; UACC-257: 98; A549/ATCC: 93&87; MALME-3M: 115&104

What do the screens show for `CCOC(=O)c1cc(C(=O)c2cc(OC)c(OC)c(OC)c2)n2nc(C)ccc12`?
UACC-62: 59; M14: 21; SK-MEL-2: 28; SK-MEL-5: 3.1*; EKVX: 88; UACC-257: 56; A549/ATCC: 27; MALME-3M: 78

Results for COc1ccc(-c2c(C#N)c(=O)oc3c2c(N)nn3-c2ccccc2)cc1 ?
UACC-62: 93; M14: 96; SK-MEL-2: 102; SK-MEL-5: 97; EKVX: 94; UACC-257: 95; A549/ATCC: 97; MALME-3M: 90

Results for O=C(/C(=N/Nc1ccccc1)C(=S)Nc1ccccc1)c1ccccc1 ?
UACC-62: 84; M14: 86; SK-MEL-2: 122; SK-MEL-5: 97; A549/ATCC: 94; MALME-3M: 95

How did COc1cccc(C=Nc2cc(C(C)C)c(O)cc2C)c1O do in these assays?
UACC-62: 92; M14: 106; SK-MEL-2: 102; SK-MEL-5: 104; UACC-257: 111; A549/ATCC: 109; MALME-3M: 106

How did O=c1[nH]c2ccccc2cc1/C=N/O do in these assays?
UACC-62: 91; M14: 95; SK-MEL-2: 91; SK-MEL-5: 99; EKVX: 74; UACC-257: 84; A549/ATCC: 88; MALME-3M: 119

How did COc1cccc(-c2[nH]c(=S)ncc2C(=O)c2ccccc2)c1 do in these assays?
UACC-62: 74; M14: 62; SK-MEL-2: 100; SK-MEL-5: 83; EKVX: 87; UACC-257: 97; A549/ATCC: 88; MALME-3M: 71

What do the screens show for `O=C(Nc1cccc(-n2cnc3cc(-c4ccc(O)cc4)ccc32)c1)C1CC1`?
UACC-62: 38; M14: 41; SK-MEL-2: 58; SK-MEL-5: 7.2*; EKVX: 44; UACC-257: 73; A549/ATCC: 27; MALME-3M: 46

Results for O=C(O)C=C(c1ccccc1)c1ccccc1 ?
UACC-62: 100; M14: 104; SK-MEL-2: 107; EKVX: 108; UACC-257: 94; A549/ATCC: 91; MALME-3M: 108

What do the screens show for `CSc1nccc(-c2c(-c3ccc(F)c(OCCc4ccc(F)cc4)c3)nc3sccn23)n1`?
UACC-62: 31; M14: 71; SK-MEL-5: 11; EKVX: 64; UACC-257: 46; A549/ATCC: 67; MALME-3M: 81

How did Cc1nc(Br)c(Br)c(C)c1Br do in these assays?
UACC-62: 92; M14: 114; SK-MEL-2: 88; SK-MEL-5: 104; EKVX: 71; UACC-257: 93; A549/ATCC: 93; MALME-3M: 104

What do the screens show for `CCOc1ccc2nc(-n3c(=O)c4cccnc4n(-c4ccc(Cl)cc4)c3=O)sc2c1`?
UACC-62: 102; M14: 109; SK-MEL-2: 112; SK-MEL-5: 102; EKVX: 104; UACC-257: 109; A549/ATCC: 99; MALME-3M: 133

Results for COc1cc(C(=O)c2cc(C(C)=O)c3c(C)cc(C)cn23)cc(OC)c1OC ?
UACC-62: 78; SK-MEL-2: 94; SK-MEL-5: 83; EKVX: 81; UACC-257: 102; A549/ATCC: 95; MALME-3M: 100

Ordered by heavy-atom count (rising): 11 of the compounds above.
How did Cc1nc(Br)c(Br)c(C)c1Br do in these assays?
UACC-62: 92; M14: 114; SK-MEL-2: 88; SK-MEL-5: 104; EKVX: 71; UACC-257: 93; A549/ATCC: 93; MALME-3M: 104

Results for O=C(O)C=C(c1ccccc1)c1ccccc1 ?
UACC-62: 100; M14: 104; SK-MEL-2: 107; EKVX: 108; UACC-257: 94; A549/ATCC: 91; MALME-3M: 108

How did COc1cccc(C=Nc2cc(C(C)C)c(O)cc2C)c1O do in these assays?
UACC-62: 92; M14: 106; SK-MEL-2: 102; SK-MEL-5: 104; UACC-257: 111; A549/ATCC: 109; MALME-3M: 106

How did COc1cccc(-c2[nH]c(=S)ncc2C(=O)c2ccccc2)c1 do in these assays?
UACC-62: 74; M14: 62; SK-MEL-2: 100; SK-MEL-5: 83; EKVX: 87; UACC-257: 97; A549/ATCC: 88; MALME-3M: 71

Results for O=C(/C(=N/Nc1ccccc1)C(=S)Nc1ccccc1)c1ccccc1 ?
UACC-62: 84; M14: 86; SK-MEL-2: 122; SK-MEL-5: 97; A549/ATCC: 94; MALME-3M: 95

Results for COc1ccc(-c2c(C#N)c(=O)oc3c2c(N)nn3-c2ccccc2)cc1 ?
UACC-62: 93; M14: 96; SK-MEL-2: 102; SK-MEL-5: 97; EKVX: 94; UACC-257: 95; A549/ATCC: 97; MALME-3M: 90

What do the screens show for `O=C(Nc1cccc(-n2cnc3cc(-c4ccc(O)cc4)ccc32)c1)C1CC1`?
UACC-62: 38; M14: 41; SK-MEL-2: 58; SK-MEL-5: 7.2*; EKVX: 44; UACC-257: 73; A549/ATCC: 27; MALME-3M: 46

What do the screens show for `CCOC(=O)c1cc(C(=O)c2cc(OC)c(OC)c(OC)c2)n2nc(C)ccc12`?
UACC-62: 59; M14: 21; SK-MEL-2: 28; SK-MEL-5: 3.1*; EKVX: 88; UACC-257: 56; A549/ATCC: 27; MALME-3M: 78

What do the screens show for `CCOc1ccc2nc(-n3c(=O)c4cccnc4n(-c4ccc(Cl)cc4)c3=O)sc2c1`?
UACC-62: 102; M14: 109; SK-MEL-2: 112; SK-MEL-5: 102; EKVX: 104; UACC-257: 109; A549/ATCC: 99; MALME-3M: 133

What do the screens show for `CSc1nccc(-c2c(-c3ccc(F)c(OCCc4ccc(F)cc4)c3)nc3sccn23)n1`?
UACC-62: 31; M14: 71; SK-MEL-5: 11; EKVX: 64; UACC-257: 46; A549/ATCC: 67; MALME-3M: 81

Results for COc1ccc(/C=C(/C(=O)N2CCN(Cc3ccccc3)CC2)c2cc(OC)c(OC)c(OC)c2)cc1O ?
UACC-62: 45; M14: 38; SK-MEL-2: 74; SK-MEL-5: 33; EKVX: 87; UACC-257: 55; A549/ATCC: 68; MALME-3M: 66

Going on with the list.
Results for C=C1C(=O)O[C@H]2[C@H]1CC/C(COC(=O)CCCc1c[nH]c3ccccc13)=C\CC[C@@]1(C)O[C@@H]21 ?
UACC-62: 70; M14: 53; SK-MEL-2: 88; SK-MEL-5: 71; EKVX: 74; UACC-257: 64; A549/ATCC: 72; MALME-3M: 86

What do the screens show for `C1CCC(NCCNC2CCCCC2)CC1`?
UACC-62: 89; M14: 99; SK-MEL-2: 102; SK-MEL-5: 101; UACC-257: 97; A549/ATCC: 100; MALME-3M: 101

What do the screens show for `COC(=O)[C@]12CC[C@@H](C)[C@H](C)[C@@H]1C1=CC[C@@H]3[C@@]4(C)C(C#N)=C[C@@](C)(CO)[C@@H]4[C@H](O)C[C@@]3(C)[C@]1(C)CC2`?
UACC-62: 56; M14: 64; SK-MEL-2: 64; SK-MEL-5: 80; EKVX: 63; A549/ATCC: 30; MALME-3M: 103

What do the screens show for `COc1cc(-c2nc(SC(C)C)nc(Nc3ccccc3)c2C#N)cc(OC)c1OC`?
UACC-62: 93; M14: 101; SK-MEL-2: 104; SK-MEL-5: 104; EKVX: 97; UACC-257: 103; A549/ATCC: 97; MALME-3M: 89

How did COc1cc(C2CC(=O)Nc3c2ccc2ccccc32)cc(Br)c1OC (stereo unspecified) do in these assays?
UACC-62: 12; M14: -15*; SK-MEL-2: 8.5*; EKVX: 39; UACC-257: 60; A549/ATCC: 19; MALME-3M: 28

Results for CC(C)(C)[Si](C)(C)OC1[C@@H](COC(N)=O)O[C@@H](n2cnc3c(N)ncnc32)[C@H]1O[Si](C)(C)C(C)(C)C (stereo partly specified) ?
UACC-62: 86; M14: 99; SK-MEL-5: 97; A549/ATCC: 68; MALME-3M: 111

How did O=c1oc(-c2cccc([N+](=O)[O-])c2)nc2ccccc12 do in these assays?
UACC-62: 101; M14: 107; SK-MEL-2: 96; SK-MEL-5: 102; MALME-3M: 104

What do the screens show for `CCCCCCCn1cc2c(NCCc3ccccc3)ncnc2n1`?
UACC-62: 74; M14: 100; SK-MEL-2: 127; SK-MEL-5: 100; EKVX: 85; UACC-257: 102; A549/ATCC: 98; MALME-3M: 94

What do the screens show for `CCOC(=O)Cn1c2c(sc3ncccc32)c(=O)n2nnc(-c3ccccc3)c12`?
UACC-62: 93; M14: 99; SK-MEL-2: 100; SK-MEL-5: 103; EKVX: 105; UACC-257: 106; A549/ATCC: 104

What do the screens show for `CN(C)c1ccc(Nc2cc(-c3cccc(OC(F)(F)F)c3)nc3ccc(N4CCCC4)cc23)cc1`?
UACC-62: 90; M14: -76*; SK-MEL-2: 106; SK-MEL-5: 96; EKVX: 89; UACC-257: 14; A549/ATCC: -33*; MALME-3M: -90*

What do the screens show for `CNS(=O)(=O)c1ccc(OCCOc2ccc(S(=O)(=O)NC)cc2)cc1`?
UACC-62: 99; M14: 104; SK-MEL-2: 95; SK-MEL-5: 103; EKVX: 93; UACC-257: 93; A549/ATCC: 93; MALME-3M: 102

Results for CCC(C(N)=O)c1ccccc1 (stereo unspecified) ?
UACC-62: 99; M14: 96; SK-MEL-2: 100; SK-MEL-5: 93; UACC-257: 91; A549/ATCC: 96; MALME-3M: 109
